# Assay outcomes: PubChem, National Center for Advancing Translational Sciences (NCATS)
# Epigenetic reg = Quantitative High-Throughput Screen for Regulators of Epigenetic Control; murine LDR cells, GFP reporter derepression, 30 h; Potency, µM (top dose mostly 53.9 µM), for the others: at the highest dose GFP activation, actives largely listed as activators; 280,000 compounds, 0.2% hits; AID 1865, 2009; also: potency is read from the fitted curve at half-maximal effect; % of control where 0% means no effect; nearly all actives have a fitted effect of over 60% in size
#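 Reporter derepression read as number of fluorescent GFP-positive objects, 20-120 um in size, counted by laser-scanning cytometer. Mouse LDR line with an epigenetically silenced CMV-GFP locus; compound incubation 30 h, 37 C.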
# NPSR antagonist = qHTS Assay for Antagonists of the Neuropeptide S Receptor: cAMP Signal Transduction; Q6W5P4; CHO-NPSR cells, cAMP TR-FRET, antagonist mode; Potency, µM (highest dose often 38.3 µM), inactives show at the highest dose activity change, negative = inhibition, usual class: inhibitors; 220,000 compounds, 1% hits; AID 1461, 2008; also: potency is read from the fitted curve at half-maximal effect; % is scaled to controls: 0 for no effect and ±100 for the full control effect; nearly all actives have a fitted effect of over 50% in size; many of its hits are not listed in these tables
# Target sequence (Q6W5P4 whole entry, looked up): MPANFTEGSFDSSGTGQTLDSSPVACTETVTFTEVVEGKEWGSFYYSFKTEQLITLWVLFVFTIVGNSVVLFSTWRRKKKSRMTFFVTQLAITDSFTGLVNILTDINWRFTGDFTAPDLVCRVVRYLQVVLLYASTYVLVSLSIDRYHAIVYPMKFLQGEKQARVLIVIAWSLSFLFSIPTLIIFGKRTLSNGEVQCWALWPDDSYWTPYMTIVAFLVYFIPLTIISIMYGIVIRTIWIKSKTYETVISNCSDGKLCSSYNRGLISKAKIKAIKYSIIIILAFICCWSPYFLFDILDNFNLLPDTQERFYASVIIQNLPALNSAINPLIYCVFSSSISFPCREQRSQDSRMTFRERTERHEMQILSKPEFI
# CBFb-RUNX1 inh = qHTS Assay for Compounds Blocking the Interaction Between CBF-beta and RUNX1 for the Treatment of Acute Myeloid Leukemia | 230,000 tested, under 10 active | AlphaScreen CBFb-His/RUNX1-biotin binding, biochemical | AID 1477, 2009 | Potency, µM (highest dose often 59.8 µM), without a hit: top-dose activity, negative = inhibition, actives largely listed as inhibitors; also: % of control where 0% means no effect
#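 CBF-beta (His) and RUNX1 (biotin), 30 nM each; 20 min preassociation; + compound, 15 min; + beads 50 ng each (Ni, streptavidin), 90 min; RT; AlphaScreen read.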
# Tau FP inhib = qHTS for Inhibitors of Tau Fibril Formation, Fluorescence Polarization | Potency, µM (series often up to 57.7 µM), inactives show at the top dose activity, negative = inhibition, hits mostly inhibitors | 280,000 compounds, 0.39% hits | K18 P301L tau heparin fibrillization, Alexa594 FP, 6 h; also: potency is read from the fitted curve at half-maximal effect; % is scaled to controls: 0 for no effect and ±100 for the full control effect; nearly all actives have a fitted effect of over 55% in size
# Target sequence (P10636 561-689 P618L limits assumed): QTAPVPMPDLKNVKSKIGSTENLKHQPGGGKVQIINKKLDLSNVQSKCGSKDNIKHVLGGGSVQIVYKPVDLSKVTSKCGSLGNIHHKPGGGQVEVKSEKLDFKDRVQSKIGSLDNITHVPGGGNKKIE
#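 Heparin (20 uM) drove fibril formation of recombinant tau K18 P301L, 15 uM unlabeled with 0.24 uM Alexa 594 label, for 6 hr at 37 C in 100 mM sodium acetate pH 7. Fluorescence polarization (555/632 nm) read 1 hr after 30 uM ThT.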
# aGal spleen mod = qHTS Assay for Inhibitors and Activators of Human alpha-Galactosidase From Spleen Homogenate. Alpha-galactosidase A (Homo sapiens), P06280. human spleen homogenate, 4MU-alpha-Gal fluorescence, 40 min. Potency, µM (titrated, usually from 80 µM), for inactives: at the top dose activity change, negative = inhibition, usual class: inhibitors. 240,000 compounds, 0.008% hits. AID 2107, 2009;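 also: potency is read from the fitted curve at half-maximal effect; 0% = enzyme with vehicle and -100% = no enzyme basal signal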
# Target sequence (P06280 32-429 limits assumed): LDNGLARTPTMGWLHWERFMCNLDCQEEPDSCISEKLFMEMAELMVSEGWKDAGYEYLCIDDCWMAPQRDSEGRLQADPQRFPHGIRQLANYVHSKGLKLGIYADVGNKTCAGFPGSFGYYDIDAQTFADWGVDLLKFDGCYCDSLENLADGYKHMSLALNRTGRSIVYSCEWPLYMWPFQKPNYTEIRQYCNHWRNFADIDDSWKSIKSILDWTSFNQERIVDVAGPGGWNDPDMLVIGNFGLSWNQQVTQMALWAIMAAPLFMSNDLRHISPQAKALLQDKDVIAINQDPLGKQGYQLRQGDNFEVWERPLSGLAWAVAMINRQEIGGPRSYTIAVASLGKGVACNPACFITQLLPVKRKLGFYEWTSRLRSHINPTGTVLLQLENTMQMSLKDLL
#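 Human spleen homogenate (1 ug) was the enzyme source, with 4-methylumbelliferyl-alpha-D-galactopyranoside (1 mM final) in pH 5.0 citrate buffer with 0.01% Tween-20. Compounds were titrated; after 40 min at 37C, NaOH/glycine stop, 4-MU fluorescence read; AC50 from Hill fits.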
# Tau fluor counter = Counterscreen qHTS for Inhibitors of Tau Fibril Formation, Fluorescence Polarization | 280,000 compounds, 0.93% hits | tau K18 P301L Alexa594 fluorescence, heparin fibrillization | Potency, µM (top dose mostly 57.7 µM), for the others: at the highest dose activity change, negative = decrease; also: potency is read from the fitted curve at half-maximal effect; % is scaled to controls: 0 for no effect and ±100 for the full control effect; nearly all actives have a fitted effect of over 55% in size
#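 Human tau K18 P301L (15 uM unlabeled, 0.24 uM Alexa 594-labeled) in 100 mM sodium acetate pH 7 with 20 uM heparin, 6 hr at 37 C. ThT 30 uM added, 1 hr ambient; Alexa 594 FP and total fluorescence read at 555/632 nm.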
# TR SRC2 fluor cs = Total Fluorescence Counterscreen for Inhibitors of the Interaction of Thyroid Hormone Receptor and Steroid Receptor Coregulator 2 | Potency, µM (top dose mostly 106 µM), for the others: at the top dose fluorescence change, negative = quenching | 280,000 compounds, 0.29% hits | TRb/SRC2 Texas Red total fluorescence interference | AID 1479, 2009; active = well fitted curve in either direction with a large enough effect; inconclusive = small, poorly fitted or top-dose-only effect; also: potency is read from the fitted curve at half-maximal effect; % is scaled to controls: 0 for no effect and ±100 for the full control effect
#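 Human TRβ ligand-binding domain (0.6 uM) and Texas Red SRC2 peptide (20 nM) in Tris buffer with 1 uM T3 and 5% DMSO were incubated with pinned compound for 5 hr at ambient temperature. Total fluorescence was computed as S + 2P (555/632 nm).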
# TRb SRC2 PPI = qHTS for Inhibitors of the Interaction of Thyroid Hormone Receptor and Steroid Receptor Coregulator 2; Thyroid hormone receptor beta (Homo sapiens), P10828; TRbeta-SRC2 peptide binding, fluorescence polarization; receptor liganded with 1 µM T3; Potency, µM (titrated, usually from 106 µM), without a hit: at the top dose activity change, negative = inhibition, most hits filed as inhibitors; 280,000 compounds, 0.065% hits; AID 1469, 2008;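 also: potency is read from the fitted curve at half-maximal effect; plate controls were bound peptide for no effect and peptide without receptor for full effect; nearly all actives have a fitted effect of over 50% in size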
#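 Decrease in fluorescence polarization of 20 nM Texas Red SRC2 coactivator peptide flagged inhibition of its binding to 0.6 uM TRb LBD; 1 uM T3 included, incubation 5 hr, ex 555/em 632 nm.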
# The depositor's hits bear a star; ? = inconclusive; nt = not tested or not shown; & = joins results of further samples; [ ] = remark or other dose. Unless noted, calls follow the shape of the dose curve; as a rule, active = well fitted curve in the direction sought with a large enough effect; inconclusive = small, poorly fitted or top-dose-only effect, or another doubt; inactive = no such curve, though single readings can be large; an effect the other way counts as inactive or inconclusive. This is a subset (hit frequency here may not be typical).
structure	aGal spleen mod	Tau FP inhib	Tau fluor counter	Epigenetic reg	CBFb-RUNX1 inh	TR SRC2 fluor cs	NPSR antagonist	TRb SRC2 PPI
Cc1cc(C)nc(NS(=O)(=O)c2ccc(NC(=O)CSc3ncn[nH]3)cc2)n1	7%	-6%	-1%	0.5%	-3%	1%	11%	4%
Cc1ccc(NC(=O)N2CCN(C)CC2)cc1NC(=O)N1CCN(C)CC1	1%	-4%	-20%	-1.0%	6%	-1%	4%	1%
Cc1ccc(-c2nc3ccc(Cl)cn3c2Nc2ccc3c(c2)OCCO3)o1	nt	8%	-25%	-0.8%	nt	0%	nt	-3%
CCn1c(SCC(=O)N2CCC(C)CC2)nnc1-c1ccc(S(=O)(=O)N2CCN(C)CC2)cc1	-2%	4%	-7%	1.0%	8%	-1%	-7%[46.1 µM]	0%
COc1ccc(CN2C(=O)c3ccccc3C2=O)cc1C(=O)Nc1ccccc1N1CCOCC1	1%	-8%	?	-0.3%	-5%	-2%	-20%	-4%
CCn1nc([N+](=O)[O-])c2c(-c3nc4ccccc4o3)c(N)n(CCCOC)c2c1=O	-3%	14%	-23%	1.1%	2%	-4%	-23%	-7%
CCOC(=O)CCCOC(=O)c1ccc(S(=O)(=O)N(C)C)cc1	0%	2%	0%	0.0%	-1%	-1%	2%[46.1 µM]	-1%
CC(C)c1ccc(/C=C/C(=O)NC2=NCCS2)cc1	-5%	-2%	-11%	-2.9%	-8%	-2%	-21%[46.1 µM]	2%
CC1CCc2sc(C(=O)Nc3ccc(C(N)=O)cc3)cc2C1 (stereo not given)	-4%	?	?	1.1%	-6%	-1%	-5%	2%
C=CCOc1ccc(NC(=O)C2CC(=O)N(C(C)C)C2)cc1 (stereo not given)	2%	-3%	4%	2.7%	-2%	4%	3%[46.1 µM]	-16%
Cc1ccc2c(c1)-c1ncc(C(=O)c3cc(Br)ccc3O)cc1CO2	0%	-12%&-4%	?	-1.1%&-1.3%	?	-26%&1%	-28%	3%&0%
Cc1nn(-c2ccccc2)c(Cl)c1C(=O)OC(C)C(=O)NC(=O)NC1CCCCC1 (stereo not given)	6%	0%	-13%	2.7%	2%	-4%	-15%[46.1 µM]	-24%
O=C(Nc1cc2c(oc1=O)CCCC2=O)c1cccc(Cl)c1	7%	-2%	-1%	-1.0%	3%	2%	-19%[46.1 µM]	-1%
Cc1ccc(C(=O)Nc2ccc3[nH]c(=O)[nH]c3c2)c(C)c1	-1%	-2%	-15%	-0.3%	4%	-2%	15%	9%
C=CCNC(=O)CC(=O)N/N=C/c1ccccc1F	21%	-3%	-23%	-1.1%	-3%	1%	2%[46.1 µM]	-4%
CCOc1ccc2c(c1)c(=O)c(S(=O)(=O)c1ccccc1)cn2CC(=O)Nc1ccccc1OC	nt	-13%	-12%	-1.8%	nt	0%	nt	-4%
Cn1c(NC(=O)c2cccc(Cn3cc(Cl)cn3)c2)nc2ccccc21	9%	4%	0%	2.4%	4%	-2%	?	-16%
O=S(=O)(c1c(F)cccc1F)N1CCN(C(=S)NCc2ccc3c(c2)OCO3)CC1	3%	-10%	-21%	-4.6%	-7%	0%	-36%	-2%
c1ccc2c3c(c(CN4CCCCC4)cc2c1)COC3	7%	?	-3%	1.1%	10%	-3%	-2%	8%
CC(C)C(NC(=O)C(Cc1ccc(O)cc1)NC(=O)C(NC(=O)C(F)(F)F)C(C)C)C(=O)O (stereo not given)	-1%	-2%	-1%	-0.8%	nt	-3%	nt	-5%
c1csc(-c2nnc3ccccn23)c1	-4%	2%	0%	-1.1%	12%	-3%	-3%[46.1 µM]	-2%
O=S(=O)(c1ccc2ccccc2c1)N1CCCOC1	0%	-1%	-3%	-1.5%	5%	-2%	-16%[46.1 µM]	-12%
CCOC(=O)C1CCC(CN(Cc2c(Cl)cccc2Cl)S(=O)(=O)c2ccc(Cl)cc2)CC1 (stereo not given)	nt	4%	0%	0.6%	nt	-1%	nt	-1%
c1ccc(CCNc2nc(-c3cccnc3)cs2)cc1	-12%	1%	-25%	-2.2%	-19%	-5%	-7%[46.1 µM]	-5%
CCO[C@@H]1OC(C(=O)N2CCOCC2)=C[C@H](c2coc3ccccc3c2=O)[C@H]1CCCO	-5%	8%	9%	0.0%	13%	-4%	-6%	-13%
CN1C(=O)C2(c3ccccc31)N(c1ccc(F)c(Cl)c1)C(=O)CS2(=O)=O (stereo not given)	nt	-8%	-15%	-1.3%	nt	1%	nt	8%
Cc1ccc(S(=O)(=O)Nc2ccccc2-c2ccccc2)cc1	2%	2%	-20%	-0.3%	15%	-2%	-12%[46.1 µM]	13%
CC(=O)c1cc(N2CCC(C(=O)O)CC2)ccc1[N+](=O)[O-]	3%	-4%	-6%	0.0%	-1%	-4%	17%	1%
Cc1ccsc1C(=O)OCC(=O)NCC1CCCO1 (stereo not given)	3%	2%	7%	-8.5%	0%	0%	-5%[46.1 µM]	-7%
O=C1CCCN1CC(O)CS(=O)(=O)c1ccccc1 (stereo not given)	1%	-4%	0%	-1.1%	3%	-1%	1%[46.1 µM]	-15%
Cc1ccc(C)c(N2CCN(S(=O)(=O)c3ccc4c(c3)CC(=O)N4C)CC2)c1	nt	-4%	3%	-1.6%	nt	-27%	nt	-7%
CC(C)c1ccc(NC(=S)NC2CC3C=CC2C3)cc1 (stereo not given)	-7%	3%	-17%	-2.3%	-4%	-2%	-22%	-4%
O=C(CSc1nnc(-c2ccco2)n1CC1CCCO1)N1CCCCC1 (stereo not given)	-1%	2%	2%	-1.1%	8%	1%	-6%[46.1 µM]	-4%
CCOC(=O)c1c(-c2cccc([N+](=O)[O-])c2)csc1N	-6%	7%	22µM*[quencher]	-0.5%	-12%	-2%	-6%	7%
COC(=O)c1sc(=S)n(-c2cccc(Cl)c2)c1N	9%	-7%	-6%	-1.8%	-1%	0%	-9%[46.1 µM]	-8%
O=C(CCNc1n[nH]c(=O)[nH]c1=O)N/N=C\c1cccc(OCc2ccccc2)c1	12%	-3%	-6%	-0.5%	-8%	1%	-1%	6%
Cc1cc(=O)[nH]c(SCC(=O)NC(C)C2CC3CCC2C3)c1C#N (stereo not given)	4%	11%	4%	-1.3%	9%	1%	-1%	2%
O=C(c1nc2ccccn2c1CNCCCn1ncc2ccccc21)N1CCOCC1	4%	-3%	1%	1.1%	11%	0%	2%	-6%
CCCCCc1cc(=O)oc2c(C(CCN3CCCCC3)c3ccc(OC)cc3)c(OC)cc(OC)c12 (stereo not given)	-10%&-14%	6%	20%	3.8%	-7%&6%	0%&-1%	?	-4%&1%
CCn1c(COc2ccc(=O)n(-c3ccccc3)n2)nnc1SC	7%	-6%	3%	0.0%	0%	-2%	8%	-1%
CCCC(=O)Nc1c(-c2ccccc2)c(=O)c(C)nn1-c1ccc(Cl)cc1	1%	8%	-8%	-1.0%	2%	-1%	-9%	-13%
Nc1nnnn1/N=C/c1cccs1	-2%	1%	6%	0.5%	2%	0%	4%[46.1 µM]	2%
Cc1cc(NC(=O)COC(=O)C2CCN(C(=O)c3ccc(Cl)cc3)CC2)no1	-3%	-2%	-14%	0.0%	-1%	1%	-5%[46.1 µM]	-8%
COc1ccc(N2CCN(CC(=O)c3c[nH]c4ccccc34)CC2)cc1	1%	0%	-27%	3.9%	3%	-3%	0%[7.67 µM]	-3%
N#CC(c1ccc(Cl)cc1)(c1ncc(C(F)(F)F)cc1Cl)N1CCOCC1 (stereo not given)	-13%	1%	-7%	-1.6%	0%	-2%	-26%[46.1 µM]	-4%
COc1ccccc1NC(=O)C1CCCCN1S(=O)(=O)c1ccc(F)cc1 (stereo not given)	-10%	2%	-15%	-1.1%	6%	0%	-12%[46.1 µM]	2%
CC(=O)c1cc(-c2ccccc2)n(CCC(=O)NC2CCC(C)CC2)c1C (stereo not given)	-10%	2%	4%	-1.8%	22%	-4%	-11%	-1%
C/C(=N\NC(=O)c1cc(-c2cccc([N+](=O)[O-])c2)n[nH]1)c1ccccc1O	-6%	-5%	?	0.3%	-7%	-7%	-4%	-2%
COc1ccc(CC(=O)Nc2ccccc2C(=O)N2CCOCC2)cc1OC	-5%	-5%	8%	7.4%	8%	-3%	6%	-3%
COc1ccc(Cl)cc1NC(=O)c1cccc(NC(=O)CCC(=O)O)c1	4%	-3%	-8%	-1.1%	-3%	0%	25%	4%
Cc1cccc(N(C)C(=O)CSc2nc3ncccc3o2)c1	nt	-1%	0%	0.8%	nt	1%	nt	-2%
Cc1cccc(C)c1NC(=O)CCCN1C(=O)CCn2nc(-c3cn(C)c4ccccc34)cc21	nt	2%	-15%	-0.9%	nt	0%	nt	-9%
COc1ccc(S(=O)(=O)NN(C)c2ncc(C(F)(F)F)cc2Cl)cc1	4%	-1%	-9%	4.0%	20%	0%	-1%	4%
CC(=O)N(c1ccc(C(C)C)cc1)C1C=CS(=O)(=O)C1 (stereo not given)	-16%	-2%	-6%	2.6%	7%	3%	24%[46.1 µM]	-19%
